# rTrxR1 inhibitor: rat TrxR1 inhibition; recombinant rTrxR1, NADPH fluorescence consumption, selenite substrate; Potency, µM (highest dose often 114 µM), without a hit: at the top dose activity change, negative = inhibition, most hits filed as inhibitors; 1% of 390,000 active; AID 588453; note: potency is the fitted concentration of half-maximal effect; % is set by controls: 0 for no effect and ±100 for the full control effect; nearly all actives have a fitted effect of over 65% in size
#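 Rat TrxR1 (90 nM in the dispensed reagent) was pre-reduced with 400 uM NADPH for 5 min at room temperature, then incubated with compound for 15 min. After 400 uM selenite was added, NADPH fluorescence (Ex 340/Em 450 nm) was followed for 8 min.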
# IDH1 R132H inh: blocks human mutant IDH1 R132H enzyme; O75874; IDH1-R132H enzyme, NADPH consumption, diaphorase/resazurin fluorescence; Potency, µM (top dose mostly 76.6 µM), for the others: at the highest dose activity change, negative = inhibition, actives largely listed as inhibitors; 0.093% of 390,000 active; AID 602179; note: potency is the fitted concentration of half-maximal effect; % is set by controls: 0 for no effect and ±100 for the full control effect; nearly all actives have a fitted effect of over 65% in size
#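 IDH1-R132H (0.5 ug/mL dispensed) in pH 7.5 Tris buffer was preincubated 30 min with compound, then given a substrate mix of 0.016 mM NADPH and 2 mM alpha-KG for 80 min at room temperature; remaining NADPH was read by diaphorase/resazurin fluorescence.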
# GLS inhibitor: inhibitors of human glutaminase (GLS) | O94925 | GLS enzymatic activity, qHTS titration | Potency, µM (doses to about 45.5 µM), without a hit: at the top dose activity change, negative = inhibition, actives largely listed as inhibitors | 0.21% of 410,000 active; note: potency is the fitted concentration of half-maximal effect; % is set by controls: 0 for no effect and ±100 for the full control effect
#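 Two-point fluorescence kinetic (t0, 30 min RT) for hKGA; glutamate detected via glutamate oxidase–HRP–Amplex Red. Substrate: 1 mM L-glutamine solution; buffer 45 mM KH2PO4, pH 8.2.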
# PI4K2A block: PI4K2A (human) kinase inhibition; activity change, negative = inhibition, % at 76.9 µM; 0.13% of 420,000 active; Q9BTU6; purified PI4K2A, ADP-Glo luminescence, 1 h; stronger effect = lower value; in the data active = activity change below about -50%; inconclusive = mostly about -30% to -49%;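 note: -100% = wells without enzyme as full effect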
#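 In this quantitative HTS, ADP production by PI4K2A was quantified luminescently after 1 h at ambient temperature; 100 microM adenosine served as plate-quality control.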
# TrxR1 substrate: rat thioredoxin reductase 1 substrate activity; O89049; purified TrxR1 substrate turnover, NADPH consumption readout; Potency, µM (titrated, usually from 114 µM), for the others: at the top dose activity change, negative = substrate turnover; 0.01% of 390,000 active; note: potency is the fitted concentration of half-maximal effect; % is set by controls: 0 for no effect and ±100 for the full control effect; nearly all actives have a fitted effect of over 50% in size
#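 Rat TrxR1, dispensed at 90 nM, was prereduced with 400 uM NADPH (final) for 5 min at ~22 deg C, then incubated with compound 15 min before 400 uM selenite. A first-read NADPH fluorescence drop versus no-compound background flagged substrates.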
# Tb PGK inh: blocks T. brucei phosphoglycerate kinase | Potency, µM (series often up to 57.5 µM), inactives show top-dose activity change, negative = inhibition, most hits filed as inhibitors | P07378 | 0.043% of 380,000 active | PGK/GAPDH coupled, Kinase-Glo luminescence, 60 min; note: potency is the fitted concentration of half-maximal effect; % is set by controls: 0 for no effect and ±100 for the full control effect; nearly all actives have a fitted effect of over 60% in size
#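 Luminescent ATP detection (Kinase-Glo Plus) follows a 60-minute room-temperature incubation, with wells lacking PGK as controls. Buffer: 100 mM TEA (pH 7.6), 5 mM MgCl2, 0.01% Tween-20. Coupling enzyme GAPDH (100 nM final) supplies unstable 1,3-BPG in-well.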
# HP1b chromo inh: HP1-beta chromodomain-methylated histone interaction inhibition; AID 540317; AlphaScreen HP1-beta / biotin-H3K9me3 peptide binding; Potency, µM (highest dose often 114 µM), inactives show at the highest dose activity change, negative = inhibition, actives largely listed as inhibitors; P83916; 0.56% of 390,000 active; note: potency is the fitted concentration of half-maximal effect; nearly all actives have a fitted effect of over 70% in size; inactives centre near 23
# Target sequence (P83916 whole entry, looked up): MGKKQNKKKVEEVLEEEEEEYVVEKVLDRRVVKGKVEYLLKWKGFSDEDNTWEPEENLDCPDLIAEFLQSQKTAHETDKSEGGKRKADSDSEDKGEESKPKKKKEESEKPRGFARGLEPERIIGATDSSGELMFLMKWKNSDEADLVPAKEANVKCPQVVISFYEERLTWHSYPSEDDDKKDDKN
#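 AlphaScreen: HP1-beta (50 nM) preformed 30 min with biotin-H3(1-18)K9me3 peptide (50 nM) in PBS pH 7.4, 0.01% Tween-20. Compound added for 30 min at RT, then streptavidin donor/nickel chelate acceptor beads (10 ug/mL) for 30 min.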
# USP1-UAF1 inh: USP1/UAF1 (human) deubiquitinase inhibition | O94782 | Potency, µM (doses to about 57.1 µM), for the others: at the highest dose activity change, negative = inhibition, actives largely listed as inhibitors | 0.23% of 390,000 active | recombinant USP1/UAF1, Ub-Rhodamine cleavage fluorescence; note: potency is the fitted concentration of half-maximal effect; % is set by controls: 0 for no effect and ±100 for the full control effect; nearly all actives have a fitted effect of over 60% in size; inactives centre near -12
# Target sequence (O94782 whole entry, looked up): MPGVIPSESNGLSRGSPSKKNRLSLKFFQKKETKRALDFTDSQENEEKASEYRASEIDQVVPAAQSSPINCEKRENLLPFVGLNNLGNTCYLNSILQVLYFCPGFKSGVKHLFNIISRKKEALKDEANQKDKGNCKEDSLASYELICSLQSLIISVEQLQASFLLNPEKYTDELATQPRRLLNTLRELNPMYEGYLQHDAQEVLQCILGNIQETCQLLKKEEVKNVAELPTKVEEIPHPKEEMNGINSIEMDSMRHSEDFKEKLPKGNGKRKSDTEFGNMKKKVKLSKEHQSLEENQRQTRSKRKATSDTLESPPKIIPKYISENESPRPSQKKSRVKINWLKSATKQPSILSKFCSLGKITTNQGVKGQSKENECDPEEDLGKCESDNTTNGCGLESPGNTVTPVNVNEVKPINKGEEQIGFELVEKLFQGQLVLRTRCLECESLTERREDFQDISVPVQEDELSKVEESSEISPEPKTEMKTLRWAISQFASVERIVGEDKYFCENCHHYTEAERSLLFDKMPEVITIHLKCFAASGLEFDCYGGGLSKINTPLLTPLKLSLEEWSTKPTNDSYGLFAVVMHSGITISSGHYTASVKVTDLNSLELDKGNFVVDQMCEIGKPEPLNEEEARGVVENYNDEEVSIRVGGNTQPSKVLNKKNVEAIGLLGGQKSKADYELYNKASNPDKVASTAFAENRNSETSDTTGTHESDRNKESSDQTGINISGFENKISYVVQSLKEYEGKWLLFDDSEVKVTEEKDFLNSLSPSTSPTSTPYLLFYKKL
#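 High-throughput fluorogenic screen: 1nM USP1/UAF1 complex, Ub-Rho substrate 150nM final, 50mM HEPES pH 7.8 with 0.5mM EDTA, 0.1 mg/ml BSA, 1mM TCEP and 0.01% Tween-20.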
# Pin1 inh: blocks the human prolyl isomerase Pin1; Q13526; Pin1 FP peptide displacement, HiFluor488, 10 min; Potency, µM (top dose mostly 115 µM), for inactives: at the top dose activity, negative = inhibition, usual class: inhibitors; 0.009% of 390,000 active; AID 504891; active = well fitted inhibition curve with a large enough effect in the polarisation, with a control signal flat, not every such curve was filed as active; inconclusive = small, poorly fitted or top-dose-only effect, or effect the other way, or a change in a side signal; inactive = no such curve, though single readings can be large or run the other way; the % refers to the polarisation; note: potency is the fitted concentration of half-maximal effect; % is set by controls: 0 for no effect and ±100 for the full control effect
# Starred values were filed as active, the others as inactive; i = inactive; ? = inconclusive; · = no result given; & = joins results of further samples; [ ] = another dose, or the depositor's remark. Unless noted, calls come from the whole dose curve; as a rule, active = well fitted curve in the direction sought with a large enough effect; inconclusive = small, poorly fitted or top-dose-only effect, or another doubt; inactive = no such curve, though single readings can be large; an effect the other way counts as inactive or inconclusive. The list is partial; the hit share may differ from the screen's.
SMILES,rTrxR1 inhibitor,IDH1 R132H inh,GLS inhibitor,PI4K2A block,TrxR1 substrate,Tb PGK inh,HP1b chromo inh,USP1-UAF1 inh,Pin1 inh
Cn1c(=O)c(-[n+]2ccccc2)c([O-])c2ccccc21,11.2%[57.1 µM],5.0%,-10.0%,-0.4,2.3%,-5.3%,49.0%[activator],-17.6%,4.8%
O=C(Nc1nc2c(cc3c4c(cccc42)CC3)s1)c1ccccc1Cl,16.1%[57.1 µM],6.5%,21.8%,4.9,10.8%,3.3%,43.7%[activator],-9.3%,10.6%
Cc1ccc(CN2CCN(C(=O)c3ccco3)CC2)cc1,0.1%,4.5%,-5.5%,-22.1,7.2%,-0.7%,14.9%,-10.0%,-4.6%
Cc1cc(C)cc(NC(=O)c2cc3c(=O)n(Cc4ccco4)ccc3nc2C)c1,12.9%[57.1 µM],-5.6%,8.0%,1.1,9.7%[57.1 µM],-2.3%,34.9%,-8.9%,8.8%
O=C(N[C@@H]1CCC(=O)N(CC[C@H](Sc2ccccc2)c2ccccc2)CC1)OCc1ccccc1,-18.9%&16.1%,-6.1%,-2.0%,-3.3,-8.0%&3.7%,-3.1%,13.1%,-26.9%,27.4%
Cc1ccc(CSCC(=O)N(C)CC(=O)Nc2cccc(F)c2)cc1,3.7%[57.1 µM],-7.3%,8.7%,-2.2,-3.5%[57.1 µM],-1.8%,30.7%,-10.3%,-14.6%
COc1ccc(OCc2cc(C(=O)N3CCSCC3)no2)c(Cl)c1,-7.0%,8.3%,-4.2%,0.0,-3.4%,-9.2%,55.6%[activator],-12.7%,-3.0%
COc1ccc(NC(=O)CN(C)C(=O)c2c(C)nn(Cc3ccc(C)cc3)c2Cl)cc1,-5.8%,-11.4%,-1.2%,-1.9,-10.1%,i,36.6%,-12.3%,0.8%
CC1CCC(NC(=O)CCC(=O)N2CC(C)Oc3ccccc32)CC1 (centres undefined),12.1%[57.1 µM],14.5%,-1.5%,-4.0,13.7%[57.1 µM],i,11.7%,-4.0%,0.2%
CCOc1ccc(C(=O)CCC(=O)Nc2ccncc2)cc1,-15.4%,3.8%,-0.2%,6.3,-10.6%,-8.4%,25.2%,1.3%,3.6%
CCSc1nnc(NC(=O)c2cccc(OCc3c(C)noc3C)c2)s1,5.5%,16.7%,13.5%,0.0,2.5%,3.3%,39.1%[activator],-15.1%,0.5%
CCN(C(=O)c1ccncc1)c1c(N)n(Cc2ccccc2)c(=O)[nH]c1=O,7.8%,-1.5%,0.1%,-9.3,2.1%,-10.8%,20.5%,-17.8%,10.1%
CC(C1CC1)N(C(=O)c1ccccc1[N+](=O)[O-])c1ccccc1 (centres undefined),20.0%,-7.2%,-2.9%,-2.6,0.3%,-15.8%,32.3%,-3.9%,-6.1%
CCOC(=O)CC1C(=O)NCCN1C(=O)c1cccc(OC)c1 (centres undefined),4.1%,-0.4%,-4.6%,2.5,-6.3%,·,19.3%,-9.8%,1.0%
Cc1ccc(NC(=O)CSc2n[nH]c(-c3ccncc3)n2)cc1C,12.5%,4.2%,3.5%,-4.7,-6.7%,·,31.2%,-8.6%,-0.1%
Cc1ccccc1OCCOCCN1CCCCCC1,-14.6%,-2.6%,17.4%,-1.6,-4.2%,0.1%,?,-2.0%,-3.4%
Cc1ccc(-c2noc(-c3nnn(CC(=O)Nc4ccc(C)cc4Cl)c3N)n2)cc1,24.9%,·,0.2%,-2.4,3.7%,·,28.1%,-16.0%,2.9%
COc1ccc(CCNc2nc3c(-c4cccc(F)c4)nnn3c3ccccc23)cc1OC,35.2%,-12.7%,0.2%,-2.1,70.0%[activator],-6.7%,25.9%,-0.6%,-1.0%
O=C(NCc1cccs1)c1cnc2sccn2c1=O,-1.9%,-6.2%,?,-7.2,-7.9%,2.6%,35.6%,-4.2%,-2.7%
CC(=O)c1cccc(N/C=C\C(=O)c2ccc(C)cc2)c1,-6.9%,10.3%,15.1%,-3.3,-9.7%,-2.1%,13.4%,-6.0%,6.0%
CCn1c(SCC(=O)c2[nH]c(C)c(C(C)=O)c2C)nnc1-c1ccncc1,-21.3%,5.3%,-1.6%,-0.1,-11.8%,-8.9%,27.0%,-14.2%,7.1%
CCn1cc(C(=O)OCC(=O)Nc2cc(Cl)ccc2OC)c(=O)c2ccc(C)nc21,6.8%,-6.7%,-24.9%,3.4,-4.9%,2.8%,26.1%,-20.4%,1.5%
C=CCN1CCN(C(c2ccc(OC)c(OC)c2)c2nnnn2C(C)(C)C)CC1 (centres undefined),?,2.6%,0.7%,0.1,0.3%,-0.8%,50.4%,-20.7%,1.1%
Nc1ccc(S(=O)(=O)Nc2nc3ccccc3o2)cc1,-10.6%,-6.5%,-4.5%,-0.9,0.5%,-1.3%,-3.7%,-8.0%,-1.6%
Cc1nc(N)sc1-c1csc(Nc2ccc(S(N)(=O)=O)cc2)n1,0.7%,18.5%,24.8%,-8.2,-2.2%,-5.1%,-3.4%,?,28.8%
CC(C)CC(C(=O)NC1CCCC1)N(Cc1cccs1)C(=O)c1snc(C(N)=O)c1N (centres undefined),7.7%,2.0%,0.1%,0.9,8.4%,i,58.5%[activator],-14.5%,-0.2%
Cc1ccc(CNC(=O)CCn2cnc3ccccc3c2=O)cc1,6.5%[57.1 µM],37.4%,-4.9%,-6.9,-2.0%[57.1 µM],-4.2%,2.0%[57 µM],-5.8%,1.4%
CCOC(=O)Cn1cc(Cl)cc(C(=O)Nc2ccccc2)c1=O,-4.5%,1.0%,1.4%,-1.1,-4.4%,-6.1%,84.2%[activator],-9.0%,7.7%
O=C(NC(=S)Nc1ccccc1N1CCCC1)c1ccco1,-7.8%,9.9%,-8.1%,-5.9,-8.0%,-8.2%,?,?,?
O=C(COC(=O)c1ccc2ccccc2c1O)NCc1ccccc1,26.8%,4.0%,-1.8%,1.2,24.5%,-8.1%,44.0%[activator],-16.6%,0.3%
Cc1sc2nc(COC(=O)c3ccc(N4CCCC(C)C4)c([N+](=O)[O-])c3)[nH]c(=O)c2c1C (centres undefined),13.4%,0.3%,-3.5%,-3.0,-5.1%,-9.7%,?,-5.8%,11.0%
COc1ccc(NC(=O)c2cccc(-n3c(C)ccc3C)c2)c(OC)c1,-22.5%,0.5%,-5.8%,-2.5,-5.5%,i,-0.6%,-16.6%,16.1%
CC(C)Cc1nn2c(=O)cc(COc3ccc(NC(=O)c4ccco4)cc3)nc2s1,-11.2%,-2.8%,0.5%,-5.1,0.4%,1.5%,36.0%,-10.3%,16.5%
COc1cc(Cl)c(C)cc1NC(c1ccccc1)c1nnc(-c2ccccc2Cl)o1 (centres undefined),22.6%,11.3%,1.6%,0.3,6.6%,i,16.0%,?,7.5%
O=C(NCCCCCCNC(=O)N1CCCCCC1)N1CCCCCC1,15.8%,-0.1%,-0.4%,2.2,4.4%,-0.7%,21.2%,-7.2%,-0.6%
CN(c1ccccc1)S(=O)(=O)c1cccc(NC(=O)CN2C(=O)NC3(CCCCC3)C2=O)c1,19.8%,7.2%,-3.0%,0.7,-0.4%,-6.2%,36.9%,-14.7%,0.2%
Cc1ccc(Oc2nc3ccccc3n3c(C)nnc23)c(C)c1,-11.9%,-3.8%,-19.9%,-7.6,2.5%,2.2%,23.9%,-2.5%,-1.4%
COc1ccc2oc(-c3ccc(C)c(NC(=O)c4ccc5c(c4)OCCO5)c3)nc2c1,90.1%[activator],-0.7%,-4.7%,-6.9,116.5%[activator],-9.0%,13.9%,-27.8%,6.4%
Fc1ccc(-c2nnc(CN3CCN(c4ncc(C(F)(F)F)cc4Cl)CC3)o2)cc1,3.4%[57.1 µM],2.2%,3.6%,4.2,4.6%[57.1 µM],5.6%,51.0%[activator],?,-0.7%
O=c1c2ccccc2nc(SCc2ccccc2)n1CC1CCCO1 (centres undefined),3.8%,0.0%,-7.9%,9.0,-0.9%,-5.2%,157.7%[activator],-16.8%,-0.5%
COc1ccc(C)cc1NS(=O)(=O)c1ccc2c(c1)NC(=O)C(C)S2 (centres undefined),18.2%,0.0%,-0.5%,-2.0,10.6%,-5.4%,12.1%,-24.0%,-4.7%
OCCN1CCN(CCCN2c3ccccc3CCc3ccccc32)CC1,·,-0.8%,22.9%,-2.5,·,-5.7%,·,-15.0%,·
COc1ccc(-n2c(Cc3cccn3C)nnc2SCC(=O)Nc2cc(C)cc(C)c2)cc1,5.0%[57.1 µM],-1.1%,-2.0%,4.2,-4.2%[57.1 µM],-7.0%,47.8%[activator],-21.2%,-3.7%
CC(C)CN1C(=O)C(=O)N(CC(=O)c2ccc3c(c2)OCO3)C1=O,2.1%[57.1 µM],0.0%,7.1%,2.0,-2.6%[57.1 µM],-1.3%,14.4%,-7.8%,0.9%
O=C(O)C1=C[C@H](c2cccs2)C[C@H](OCCCCO)O1,-7.7%[57.1 µM],-2.7%,-1.0%,-7.1,8.5%[57.1 µM],4.1%,25.3%,-14.3%,6.1%
